# High-throughput results deposited in PubChem BioAssay by National Center for Advancing Translational Sciences (NCATS).
# KB-3-1 tox = qHTS assay for MDR1-selective chemotherapeutics: Primary screen using the parental adenocarcinoma cell KB-3-1; AID 1347075, 2019; Potency, µM (highest dose often 46.1 µM), inactives show top-dose activity change, negative = cytotoxic, hits mostly cytotoxic; KB-3-1 viability, CellTiter-Glo ATP luminescence, 72 h; 400,000 tested, 1.4% active; note: potency is the fitted concentration of half-maximal effect; % is set by controls: 0 for no effect and ±100 for the full control effect; nearly all actives have a fitted effect of over 60% in size
#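 Cytotoxicity measured as CellTiter-Glo luminescence after 72 h at 37 C. Compound titrations were pinned onto drug-naive KB-3-1 parental adenocarcinoma cells grown in DMEM with 10% FBS, and normalized data fitted to concentration-response curves.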
# ATXN2 expr inh = Primary qHTS for Inhibitors of ATXN expression. HEK-293 ATXN2-luciferase reporter, luminescence, 24 h. Potency, µM (highest dose often 57 µM), for inactives: at the highest dose activity change, negative = inhibition, actives largely listed as inhibitors. 360,000 tested, 0.72% active. AID 1745845, 2022; note: potency is the fitted concentration of half-maximal effect; % is set by controls: 0 for no effect and ±100 for the full control effect; nearly all actives have a fitted effect of over 55% in size
#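 qHTS (up to 57 uM final) was run with 24 h compound exposure of reporter cells at 37 °C. Each well was multiplexed: SteadyGlo luminescence measured ATXN2-luciferase expression after a fluorogenic Gly-Phe-AFC viability readout (25 uM final).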
# MCF10A rerep = A quantitative high throughput screen for small molecules that induce DNA re-replication in MCF 10a normal breast cells; MCF 10A DNA re-replication, Hoechst nuclear intensity, 48 h; Potency, µM (series often up to 46.1 µM), without a hit: at the highest dose activity, positive = re-replication, hits mostly activators; 350,000 tested, 2.9% active; AID 624296, 2012; note: potency is the fitted concentration of half-maximal effect; % of control where 0% means no effect; nearly all actives have a fitted effect of over 50% in size
# IL1B secr inh = qHTS for Inhibitors of Inflammasome Signaling: IL-1-beta AlphaLISA Primary Screen; 360,000 tested, 4.7% active; activity change, % at 57.5 µM; THP-1 LPS/ATP IL-1B secretion, AlphaLISA, 16 h; hits give low values; in the data active = activity change below about -50%; inconclusive = mostly about -30% to -49%; note: % is set by controls: 0 for no effect and ±100 for the full control effect
#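 Secreted IL-1B measured by AlphaLISA bead assay after 16 h compound exposure of THP-1 cells; compounds (final up to 57.5 uM) added 1 h before LPS (250 ng/mL) and ATP (1.25 mM) stimulation; lower signal means less secretion.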
# SW480 rereplic = A quantitative high throughput screen for small molecules that induce DNA re-replication in SW480 colon adenocarcinoma cells. SW480 DNA re-replication, Hoechst DNA content imaging, 48 h. 340,000 tested, 1.8% active. Potency, µM (top dose mostly 46.1 µM), for the others: at the top dose re-replication activation, usual class: activators; note: potency is the fitted concentration of half-maximal effect; % of control where 0% means no effect; nearly all actives have a fitted effect of over 55% in size
#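 Treated cells incubate 48 hr (37 C, 5% CO2), are stained 40 min with Hoechst, and nuclear fluorescence is enumerated; a rise in nuclei with high DNA signal marks re-replication.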
# HT1080-NT tox = qHTS for induction of synthetic lethality in tumor cells producing 2HG: qHTS for the HT-1080-NT fibrosarcoma cell line | HT-1080-NT fibrosarcoma viability, CellTiter-Glo ATP luminescence, 48 h | 360,000 tested, 1.6% active | Potency, µM (top dose mostly 46.1 µM), for the others: at the top dose activity, negative = less viability, actives largely listed as cytotoxic;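 note: NT is the 2HG producing partner of a matched IDH1 knockdown line; potency is the fitted concentration of half-maximal effect; 0% = DMSO-treated cells and -100% = media-only wells without cells; nearly all actives have a fitted effect of over 55% in size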
#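 Read-out is CellTiter-Glo luminescence after 10 minutes at room temperature, following 48 hours' compound treatment of HT-1080-NT cells (750 cells/well, RPMI, 5% FBS, 37 degrees C).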
# HT1080 IDH1KD tx = qHTS for induction of synthetic lethality in tumor cells producing 2HG: qHTS for the HT-1080-IDH1KD cell line | HT-1080 IDH1 knockdown viability, ATP luminescence, 48 h | Potency, µM (highest dose often 46.1 µM), for the others: top-dose activity, negative = toxicity, usual class: cytotoxic | 360,000 tested, 2% active | AID 686971, 2013;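 note: potency is the fitted concentration of half-maximal effect; 0% = DMSO wells and -100% = cell-free medium wells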
#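 Cytotoxicity counter-line: IDH1KD HT-1080, 48 h, CellTiter-Glo. Curves classed by r2, magnitude and activity.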
# HepG2 tox = qHTS for Inhibitors of TGF-b: Cytotox Counterscreen | HepG2 CAGA-GFP viability, ATP luminescence, 18 h | Potency, µM (top dose mostly 46.1 µM), without a hit: top-dose activity change, negative = cytotoxicity, most hits filed as cytotoxic | 410,000 tested, 0.76% active; note: potency is the fitted concentration of half-maximal effect; some results filed as inactive show a strong effect at the top dose
#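 HepG2 CAGA-GFP cells (1000/well, DMEM with 1% FBS) received compound, then TGF-beta at 500 pg/mL final, and were incubated 18 hours at 37 degrees C. Viability was read by CellTiter-Glo luminescence. Media-only wells were set as complete cell-killing and DMSO as no toxicity.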
# ATXN viability = Viability Counterscreen for Primary qHTS for Inhibitors of ATXN expression; S2 cells (HEK-293 line with an ATXN2-luciferase reporter) viability, CellTiter-Fluor protease fluorescence, 24 h; AID 651635, 2014; 400,000 tested, 0.49% active; Potency, µM (highest dose often 56.7 µM), actives largely listed as cytotoxic; note: potency is the fitted concentration of half-maximal effect; nearly all actives have a fitted effect of over 40% in size
# The depositor's hits bear a star; i = inactive; ? = inconclusive; . = no result given; [ ] = remark or other dose. Unless noted, calls come from the whole dose curve; as a rule, active = well fitted curve in the direction sought with a large enough effect; inconclusive = small, poorly fitted or top-dose-only effect, or another doubt; inactive = no such curve, though single readings can be large; an effect the other way counts as inactive or inconclusive.
# Order of results: ATXN viability | ATXN2 expr inh | HT1080 IDH1KD tx | HT1080-NT tox | HepG2 tox | IL1B secr inh | KB-3-1 tox | SW480 rereplic | MCF10A rerep
CCCNC(=O)C1(C)CCCN(C(=O)c2cc(C)nn2C(C)(C)C)C1 (stereo not given)
 : i | 8% | ? | 17% | -5% | 28 | 0% | . | .
Cn1cnnc1SCC(=O)NC1CCCCC1
 : i | -30% | 18% | 11% | 6% | 9 | 2% | 19% | -6%
CN(Cc1ccccc1)S(=O)(=O)c1ccc2[nH]c3c(c2c1)CCCCC3
 : i | -36% | . | . | -20% | . | -24% | . | .
NC(=O)Nc1ccc(Cl)cc1
 : i | -4% | -1% | 8% | 1% | -1 | -4% | 3% | -2%
Cc1c(C(=O)N2CCN(S(=O)(=O)c3cc(F)ccc3F)CC2)oc2ccccc12
 : i | -5% | -4% | -3% | 2% | 26 | ? | -8% | 23%
COc1ccccc1OCC(=O)Nc1ccccc1C(=O)NCc1ccco1
 : i | -4% | -3% | 2% | -33% | -1 | 3% | 11% | 1%
Cn1c(NCc2ccc3occc3c2)nc2cc(-c3cccc(C(F)(F)F)c3)sc2c1=O
 : i | 11% | 5% | 13% | -38% | 53 | ? | . | .
CC1CCCC(NC(=O)CCCn2c(=O)[nH]c3cc(Cl)ccc3c2=O)C1C (stereo not given)
 : i | -5% | -13% | -2% | 1% | 2 | -3% | -10% | -2%
CCOC(=O)N1CCN(C(=O)c2ccc(N3CCCC3=O)cc2)CC1
 : i | 3% | 20% | 23% | -7% | 1 | -2% | -1% | 9%
CC1(C)[C@@H](O)CC[C@]2(C)[C@H]3C(=O)C=C4[C@@H]5C[C@@](C)(C(=O)O)CC[C@]5(C)CC[C@@]4(C)[C@]3(C)CC[C@@H]12
 : i | 9% | 0% | 9% | -15% | 9 | 0% | -11% | -37%[inhibitor]
COc1ccc(Br)cc1C(=O)NC(=S)Nc1ccc(CN2CCOCC2)cc1
 : i | 25µM* | ? | ? | -17% | -68* | -3% | ? | ?
O=C(NCc1ccc(F)cc1)N1CCN(S(=O)(=O)c2ccccc2F)CC1
 : i | -3% | 3% | 5% | 16% | -12 | 8% | -23% | -12%
CC(=O)Nc1ccc(S(=O)(=O)NC2Cc3ccccc3C2)cc1
 : i | 4% | -3% | -4% | 7% | 10 | -2% | 3% | 4%
COC(=O)c1sc(NC(=O)COc2cccnc2[N+](=O)[O-])c(C(=O)OC)c1C
 : i | -11% | -12% | -3% | 0% | 13 | -12% | ? | 24%
CN(Cc1nccs1)C(=O)C1CCC(=O)N(CCCc2ccccc2)C1 (stereo not given)
 : i | 1% | -1% | 21% | 12% | 2 | 0% | -11% | -3%
N#Cc1cc([N+](=O)[O-])cnc1Nc1ccccc1
 : i | -24% | 16% | 27% | -61% | -3 | -3% | -3% | 0%
Cc1cccc(NC(=S)N(CCCN(C)C)Cc2cc3cc4c(cc3[nH]c2=O)OCO4)c1
 : i | -22% | 9% | -9% | -11% | -73* | 15% | 5% | 11%
Cc1ccc(NC(=O)C2CCN(S(C)(=O)=O)CC2)cc1C
 : i | -6% | 0% | 22% | -6% | 4 | -16% | -8% | 1%
Cc1nc2c3cnn(-c4ccccc4)c3ncn2n1
 : i | 26% | 5% | -1% | -1% | 13 | -5% | ? | ?
COCCNC(=O)c1cc(-c2ccccc2C)n(CC2CC(c3cccc([N+](=O)[O-])c3)=NO2)n1 (stereo not given)
 : i | -11% | -9% | 0% | -9% | -2 | 0% | -7% | 18%
O=C(CCS(=O)(=O)c1ccc(Br)cc1)Nc1ccc(Br)cc1F
 : i | 1% | 5% | 3% | 7% | -1 | 19% | -6% | 9%
O=C(c1cccc(S(=O)(=O)N2CCOCC2)c1)N1CCC(Cc2ccccc2)CC1
 : i | -30% | -1% | -5%[9.24 µM] | -44% | -7 | ? | 7% | -8%
COc1ccc(-c2ccc3[nH]c4c(c3c2)CCN2C[C@@H]([C@H](C)O)[C@@H](N(C)C(=O)Nc3cc(Cl)cc(Cl)c3)C[C@@H]42)cc1
 : . | -1% | 21µM* | ? | -63% | 0 | 0% | . | .
O=C(Nc1ccccc1N1CCOCC1)C1CCCO1 (stereo not given)
 : i | 5% | 7% | 1% | -2% | 10 | -7% | -3% | -7%
CCOc1ccc(CCNC(=O)COC(=O)c2nn(C)c(=O)c3ccccc23)cc1OCC
 : i | 3% | -1% | -2% | 2% | -7 | 0% | -61%[inhibitor] | -5%
COc1ccc(N/C(=N/c2nc(C)cc(C)n2)NC(=O)c2ccccc2)cc1
 : i | 20% | 7% | 10% | 8% | 58 | ? | 0% | 4%
O=C(Nc1ccc(Cl)cc1)C(Cl)C(=O)c1ccccc1 (stereo not given)
 : i | -4% | ? | -12% | -38% | ? | -9% | ? | ?
Cc1ccc(NC(=O)/C=C\C(=O)NCC(=O)O)cc1
 : i | 2% | 1% | -2% | 0% | 28 | -1% | 4% | 8%
CCOCC(=O)Nc1ccc(S(=O)(=O)NCCc2ccccc2)cc1
 : i | -1% | -3%[9.24 µM] | ? | -14% | 1 | 0% | -7% | 7%
CCOc1ccc(NC2=NC(C(=O)NCc3ccccc3)CC(=O)N2)cc1 (stereo not given)
 : i | 0% | 1% | 10% | -17% | 2 | -1% | 5% | -1%
O=C(COC(=O)c1ccc2c(=O)n3c(nc2c1)CCC3)Nc1ccc(OC(F)F)cc1
 : i | 22% | 6% | 22% | -3% | 11 | 1% | -25% | 19%
Cc1ccc(/C(O)=C2\C(=O)C(=O)N(c3cc(C)on3)C2c2cccc(Cl)c2)cc1 (stereo not given)
 : i | -5% | 4% | 8% | -6% | 20 | 16% | -2% | 14%
CCOc1cc(C)nc(N2CCN(C3CCCCC3)CC2)n1
 : i | 5% | -13% | -2% | 12% | ? | 7% | -6% | 2%
COCCCNC(=O)c1ccc(CS(=O)(=O)c2cccc(C(F)(F)F)c2)o1
 : i | 5% | 7% | 6% | 0% | 38 | 28% | -14% | 4%
O=C(CSc1ncn(-c2ccccc2)n1)Nc1nncs1
 : i | . | 7% | 14% | 1% | -2 | 3% | -17% | -13%
O=C(COC(=O)c1ccccc1Cl)NC(=O)NCc1ccccc1
 : i | 1% | -3% | -5% | 1% | 11 | 10% | 2% | ?
CCN1CCN(Cc2ccc(OCc3ccccc3)cc2)CC1
 : i | ? | -29% | ? | -19% | 0 | -15% | 9% | ?
CCOC(=O)C1=C(c2ccccc2)NC(=O)NC1c1cc(OCC)c(O)c([N+](=O)[O-])c1 (stereo not given)
 : i | -20% | 8% | 7% | 28% | 12 | 1% | -3% | 1%
O=C(NCc1cc(C(F)(F)F)cc(C(F)(F)F)c1)C1CC(c2cccc([N+](=O)[O-])c2)=NO1 (stereo not given)
 : i | 10% | -6% | 1% | -28% | 17 | 0% | 3% | ?
Cc1ccc(CNc2cc(-c3nn4c(C)nnc4s3)ccc2C)s1
 : i | -8% | 3% | 2% | -26% | 16 | 3% | 0% | 5%
COc1cc2c(cc1OC)CN(C(=O)C1CCN(S(=O)(=O)c3ccccc3F)CC1)CC2
 : i | -6% | 0% | -14% | 0% | 12 | 11% | -4% | 1%
O=c1c2ccccc2n2c(-c3ccc(F)cc3)nnc2n1Cc1ccccc1
 : i | 1% | 10% | -1% | 15% | 8 | 9% | -2% | 0%
O=C(O)Cc1sc(-c2ccccc2)nc1-c1ccccc1
 : i | -7% | -1% | 3% | -9% | 11 | -2% | 1% | 16%
O=c1c(C=NCCCn2ccnc2)c(-c2ccccc2)[nH]n1-c1nc2ccccc2s1
 : i | 6% | 25% | 11% | -20% | ? | -3% | -14% | 1%
CC(C)c1ccc(/C=c2\sc3nc(-c4ccncc4)nn3c2=O)cc1
 : i | 3% | 11% | 7% | 15% | 6 | -15% | -5%[9.22 µM] | 2%
CC(C)C[C@H](NC(=O)c1[nH]cnc1C(=O)Nc1ccc(CNC(=O)OC(C)(C)C)cc1)C(=O)OC(C)(C)C
 : . | 0% | 18µM* | ? | -55% | ? | -35% | 4% | ?
CCOCCCn1c(SCC(=O)NCc2ccccc2)nc2c(sc3ccccc32)c1=O
 : i | 14% | . | . | -33% | . | 0% | . | .
Cc1ccc(S(=O)(=O)N2CC(C(=O)O)=CC[C@H]2c2ccc3c(c2)OCO3)cc1
 : i | 1% | 0% | 7% | 0% | 8 | -1% | 0% | 29%
CN(CC/C=C1/c2ccccc2CSc2ccccc21)CCCO
 : i | -10% | -18% | -4% | -11% | -58* | -25% | ? | 13%
CCN(CC)S(=O)(=O)N1CCC(C(=O)NC(C)CCc2ccccc2)CC1 (stereo not given)
 : i | -14% | -6% | -5%[9.24 µM] | -9% | -7 | -20% | 3% | -5%
Cc1ccc(Cn2c(=O)c3cccnc3n(CC(=O)Nc3cc(Cl)ccc3C)c2=O)cc1
 : i | -6% | . | . | 0% | . | 15% | . | .
COc1nc(C)nc2c1ccc1ccccc12
 : i | 6% | 9% | 2% | -4% | 7 | 1% | -6% | 19%
COc1cccc(-n2nc(C#N)c(Cl)cc2=O)c1
 : 32µM* | 22µM* | 15µM* | 9.2µM* | 18µM* | -101* | ? | ? | 4.5µM*
Cc1ncc([N+](=O)[O-])n1CC(=O)Nc1cccc(C(F)(F)F)c1
 : i | . | -1% | 1% | 0% | 20 | -2% | -3% | 8%
C/C(=N\NC(=O)c1cccc(S(=O)(=O)N2CCCCC2)c1)c1ccc(C)o1
 : i | -1% | -8% | 0% | 30% | 10 | ? | -1% | 0%
O=C(NC(=S)Nc1cc(Cl)ccc1Cl)c1ccco1
 : i | . | 6% | 1% | -1% | 16 | -7% | . | .
